MITF inh: blocks human microphthalmia-associated transcription factor; inhibition, % at 2.6 µM; O75030; 650,000 tested, 0.91% active; AlphaScreen MITF homodimerization, bead proximity signal; in the data active = inhibition above about 50%;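 also: 0% = vehicle wells with protein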
Target sequence (O75030 whole entry, looked up): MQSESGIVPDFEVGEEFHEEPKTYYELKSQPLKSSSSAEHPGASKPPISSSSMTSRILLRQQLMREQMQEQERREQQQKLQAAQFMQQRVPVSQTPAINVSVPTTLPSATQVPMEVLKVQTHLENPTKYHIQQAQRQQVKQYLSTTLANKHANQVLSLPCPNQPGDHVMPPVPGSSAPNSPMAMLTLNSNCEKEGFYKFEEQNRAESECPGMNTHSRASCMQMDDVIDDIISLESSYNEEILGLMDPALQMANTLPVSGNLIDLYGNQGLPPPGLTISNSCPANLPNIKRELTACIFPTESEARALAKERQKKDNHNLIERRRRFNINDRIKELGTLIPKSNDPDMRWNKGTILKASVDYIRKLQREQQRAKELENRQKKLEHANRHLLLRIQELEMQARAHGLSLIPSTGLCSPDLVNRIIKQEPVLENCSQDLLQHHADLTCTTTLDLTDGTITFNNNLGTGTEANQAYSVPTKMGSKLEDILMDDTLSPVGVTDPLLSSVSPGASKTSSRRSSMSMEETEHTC
TEAD-YAP block: TEAD-YAP interaction inhibition. HEK-TIYL cells, TEAD-Gal4/YAP UAS-luciferase luminescence. inhibition, % at 9.12 µM. 640,000 tested, 1.4% active; in the data active = inhibition above about 32%;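 also: 0% = median of test compound wells and 100% = reference inhibitor wells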
FBW7 activator: activators of human E3 ligase FBW7; Q969H0; AlphaScreen FBW7–phospho-cyclin E peptide binding, activator screen; normalized activity (activation), % at 26.1 µM; 650,000 tested, 0.13% active; in the data active = normalized activity above about 1.9%;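 also: purified mutant Fbw7 with reduced substrate affinity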
GPR151 activ: activates the human receptor GPR151; AID 1508602; 650,000 tested, 1% active; activation, % at 11.2 µM; Q8TDV0; PathHunter beta-arrestin GPR151 cells, luminescence; in the data active = activation above about 4.9%;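 also: 0% = median of compound wells and 100% = cells with positive control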
Target sequence (Q8TDV0 whole entry, looked up): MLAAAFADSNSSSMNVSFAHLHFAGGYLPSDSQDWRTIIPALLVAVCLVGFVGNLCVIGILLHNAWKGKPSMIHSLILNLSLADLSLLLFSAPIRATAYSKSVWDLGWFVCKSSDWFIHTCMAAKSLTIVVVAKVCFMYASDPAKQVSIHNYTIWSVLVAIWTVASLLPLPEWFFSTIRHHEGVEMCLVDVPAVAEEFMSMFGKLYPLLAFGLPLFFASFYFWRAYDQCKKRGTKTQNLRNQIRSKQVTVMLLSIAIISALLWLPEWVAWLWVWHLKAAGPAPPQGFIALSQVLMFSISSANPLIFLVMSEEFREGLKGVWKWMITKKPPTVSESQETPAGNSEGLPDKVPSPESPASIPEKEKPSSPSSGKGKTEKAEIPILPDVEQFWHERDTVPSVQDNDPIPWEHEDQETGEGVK
Starred values were filed as active, the others as inactive; & = joins results of further samples.

Molecule,MITF inh,TEAD-YAP block,FBW7 activator,GPR151 activ
COC(=O)c1ccc(C2NN=C(c3ccccc3)S2)cc1 (stereo unspecified),8,-40,0.0,-1.4
COc1ccc(N[C@@H]2CS(=O)(=O)C[C@H]2OC(=O)c2ccccc2)cc1,-2,3,0.0,0.4
O=C(Oc1ccc(NC2=NS(=O)(=O)c3ccccc32)cc1)c1ccccc1Br,0,-8,-0.1,-0.4
Cc1cc(=O)[nH]c(SCC(=O)c2ccc(O)c(O)c2)c1C#N,13,10,-0.1,1.1
CC1=C(C#N)C(=O)NC(=O)/C1=C/c1ccc(-c2ccc(Cl)cc2Cl)o1,14,-11,0.2,-0.9
CCCCCN(C(=O)NC(=O)Nc1ccc(C)cn1)S(C)(=O)=O,-3,2,-0.1,-1.9
CCOC(=O)c1c(-c2ccccc2)csc1NC(=O)/C=C/c1ccc(N(C)C)cc1,6,0,0.5,-0.9
CC(=O)OCC(=O)C1(O)CC[C@H]2[C@@H]3CCC4=CC(=O)CC[C@]4(C)[C@H]3C(=O)C[C@@]21C (stereo partly specified),0,5,0.0,1.7
Cc1ccc2n1CCn1cc(-c3ccc(Br)cc3)cc1-2,9,3,0.0,2.5
CCOC(=O)c1ccccc1NC(=O)CC1Sc2ccccc2NC1=O (stereo unspecified),-1,-6,-0.1,0.7
COc1ccc(CC(CC(=O)O)C(=O)Nc2ccc(Cl)cc2)cc1 (stereo unspecified),13,4,0.1,0.4
COc1ccc(N=C2NC(=O)/C(=C\c3ccc(OCc4cccc(C)c4)cc3)S2)cc1,-5,-3,0.1,0.1
Cc1ccccc1Nc1nc(NC2CCCC2)nc2c1cnn2C,13,0,0.2,1.0
CC(=O)[C@@]1(O)CC[C@H]2[C@@H]3C[C@H](C)C4=CC(=O)CC[C@]4(C)[C@H]3CC[C@@]21C,10,9,0.3,0.1
O=C(Nc1ccc2c(c1)CN(Cc1ccon1)CC2)C1(c2ccccc2)CC1,8,3,0.0,-1.2
CCOc1ccc(N(CC(=O)NC2CCCC2)C(=O)CCC(=O)Nc2cc(C)on2)cc1,-11,0,0.8,1.4
Nc1cc(C2=C3C=CN=C3C(=O)NCC2)c(O)[nH]1,14,10,0.4,-0.5
O=C(CSc1nc2[nH]ncc2c(=O)[nH]1)NC1CCCCC1,5,-12,0.1,-1.0
COc1cc(OC)c(OC)cc1/C=C1\NC(=O)N(Cc2ccc(Cl)cc2)C1=O,9,-1,0.1,0.7
Cc1cc(OCc2nc(-c3ccncc3)no2)c(C)cc1Br,17,-25,0.1,0.9
CCc1ccc(C(=O)COC(=O)c2cc([N+](=O)[O-])ccc2NCCO)cc1,-2,1,-0.1,-0.3
COc1cc2nc(Nc3ccc(N4CCOCC4)cc3)nc(Nc3ccc4c(c3)OCO4)c2cc1OC,19,-12,-0.2,1.4
Clc1ccccc1Cc1nnc(-c2ccccc2)o1,-12,-13,-0.1,0.8
O=C(NC1CCCCCCC1)c1ccc(N2CC3CC(C2)c2cccc(=O)n2C3)c(NS(=O)(=O)c2ccc(Cl)cc2)c1 (stereo unspecified),10,-9,-0.3,0.7
CCC(C)(C(=O)NC1CCCCC1)N(C(=O)C1CCC(=O)N1)c1ccc(C)cc1 (stereo unspecified),-2,-5,0.0,-1.1
COCC(=O)NC1CCN(C(=S)Nc2ccccc2Cl)CC1,0,-19,0.3,-0.3
CN(C)c1ccc(C2C(C#N)=C(N)N(c3ccc([N+](=O)[O-])cc3)C3=C2C(=O)CC(C)(C)C3)cc1 (stereo unspecified),8,11,-0.2,1.6
COc1ccccc1C1=NOC(C(=O)NC2CCCCC2)C1 (stereo unspecified),-4,4,0.2,0.9
COC(=O)c1ccc(Cl)c(NC(=O)Cc2ccccc2)c1,0,-3,-0.1,-1.3
CCc1ccc(NC(=O)Cn2c(=O)n(Cc3ccco3)c(=O)c3oc4ccccc4c32)cc1,2,8,-0.1,0.2
O=S(=O)(c1ccc(Cl)c(C(F)(F)F)c1)N1CCCCCC1,4,1,0.0,-0.5
Cc1ccc2nc(-c3ccc(N=c4oc5c(Cl)cc(Cl)cc5cc4C(N)=O)cc3)sc2c1,9,4,-0.1,0.3
COC(=O)c1ccc(/C=C2/NC(=O)N(Cc3ccc(Br)cc3)C2=O)cc1,4,1,-0.1,-1.0
Oc1ccc(Br)cc1C1CC(c2ccc3c(c2)OCO3)=NC(c2ccc(Cl)cc2)N1 (stereo unspecified),9,-14,-0.1,-1.0
O=C(Nc1cc2c3c(c1)C1CCCC1CN3CC1CCCC21)c1ccccc1 (stereo unspecified),-3,-6,-0.2,0.3
CCc1cccc(C)c1NC(=O)CSc1ncn[nH]1,18,4,0.3,7.4*
O=C1NC(=Nc2ccccc2)S/C1=C/c1ccc(F)c(Br)c1,4,-1,-0.2,0.0
O=C(Nc1cc(Oc2ccc(F)cc2)cc(Oc2ccc(F)cc2)c1)c1nn2c(C(F)(F)F)cc(-c3cccs3)nc2c1Cl,8,9,1.3,-1.2
CCCCN(CC)C(=O)Cc1nc(-c2ccc(OC)cc2)no1,1,0,-0.1,2.9
O=c1c2nccnc2nc(SCc2cccc(F)c2)n1Cc1ccco1,-18,6,0.2,12*
O=C(NCCc1nnc2n1CCN(CC1CC=CCC1)CC2)c1cccnc1 (stereo unspecified),3,-2,0.1,0.5
COc1ccc(/C(O)=C2\C(=O)C(=O)N(Cc3ccncc3)C2c2ccc(C)cc2)cc1 (stereo unspecified),6,1,-0.1,-1.2
Cc1nc(C(C)NC2CCN(c3cccc(NC(=O)c4ccncc4)c3)CC2)cs1 (stereo unspecified),-3,-23,-0.1,-0.7
COc1ccc(-c2cn3cc(C)ccc3n2)cc1Br,24,15,0.1,-5.4
CCCC(=O)NC(N1CCOCC1)C(Cl)(Cl)Cl (stereo unspecified),-6,-7,0.0,0.3
Cc1ccc(C(=O)Nc2ccc3oc(-c4ccccc4)nc3c2)cc1[N+](=O)[O-],11,8,-0.1,0.8
CC(C(=O)Nc1ccc(F)cc1)N1CCCC1 (stereo unspecified),-1,-3,0.1,0.0
Cc1c(C(=O)Nc2ccc(-c3cn4c(n3)SCC4)cc2)cnn1-c1ccccc1,16,26,0.0,1.0
COC(=O)CSc1nc(C2CC2)nc2sc3c(c12)CCCC3,-5,-18,-0.2,-0.3
O=C(Nc1nnc(-c2ccc([N+](=O)[O-])cc2)s1)c1cccs1,-1,-1,-0.2,0.3

One compound at a time, from the list above.
`COC(=O)CSc1nc(C2CC2)nc2sc3c(c12)CCCC3` in the list: MITF inh = -5; TEAD-YAP block = -18; FBW7 activator = -0.2; GPR151 activ = -0.3
`Cc1ccc(C(=O)Nc2ccc3oc(-c4ccccc4)nc3c2)cc1[N+](=O)[O-]` in the list: MITF inh = 11; TEAD-YAP block = 8; FBW7 activator = -0.1; GPR151 activ = 0.8
`COc1ccc(-c2cn3cc(C)ccc3n2)cc1Br` in the list: MITF inh = 24; TEAD-YAP block = 15; FBW7 activator = 0.1; GPR151 activ = -5.4

Following part:
Molecule,MITF inh,TEAD-YAP block,FBW7 activator,GPR151 activ
O=C(Nc1ccc(I)cc1C(F)(F)F)c1cccnc1,-2,2,0.0,0.2
COC(=O)C1=CN(Cc2ccc(Cl)cc2)C=C(C(=O)OC)C1c1cc(OC)ccc1OC,6,1,-0.1,0.4
CCOC(=O)C1CCC(CN(Cc2ccc(Cl)cc2)S(=O)(=O)c2ccc(C)cc2)CC1 (stereo unspecified),-8,-2,0.3,-0.5
O=C(CN1C(=O)c2ccccc2C1=O)N1CCN(Cc2ccc(Cl)cc2Cl)CC1,1,-4,-0.2,0.6
COc1ccc2c3c(c(=O)oc2c1)CN(C(=O)Nc1cccc(Cl)c1)CC3,-6,-2,0.1,-1.1
Cc1ccc(N(CC(=O)Nc2ccc(Br)c(C)c2)S(C)(=O)=O)cc1Cl,7,0,0.2,-0.4
O=C(NCC1Cc2c(ccc3cc(-c4cccnc4)ccc23)O1)C1CCCO1 (stereo unspecified),11,1,-0.3,-0.6
CCc1ccc(NC(=O)CSc2nc3ccccc3c(=O)n2C2CCCCC2)cc1,-7,-4,-0.2,1.6
O=C(c1cnn2c1NC(c1ccccc1)CC2C(F)(F)F)N1CCN(Cc2ccccc2)CC1 (stereo unspecified),12,4,0.0,1.4
O=C1/C(=C/c2ccc(-c3ccc([N+](=O)[O-])cc3)o2)C=C(c2ccccc2)N1c1ccc(Br)cc1,0,-16,-0.1,1.8
Clc1cccc(-n2cc(-c3ccccc3)c3c(NCc4ccc5c(c4)OCO5)ncnc32)c1,7,4,0.4,-0.7
CCOc1ccccc1NC(=O)c1sc2ncn(CC(=O)Nc3cccc(C(F)(F)F)c3)c(=O)c2c1C,0,-2,0.0,-0.5
N/N=C/C1=C(N2CCOCC2)C(=C(\C(=O)Oc2ccccc2)c2ccccc2)/CC1,3,2,0.0,-1.7
O=c1oc(-c2cccs2)nc2ccc(Cc3ccc4nc(-c5cccs5)oc(=O)c4c3)cc12,16,1,-0.1,-1.2
Nc1nnc(SCC(=O)Nc2ccc(Cl)cc2O)s1,-5,-5,-0.2,0.2
CCOC(=O)N1CCN(C(=O)NCCCl)CC1,-1,-2,0.1,-0.7
Cn1c(N)c(C(=O)CSc2ncn[nH]2)c(=O)n(C)c1=O,7,-2,-0.1,0.3
O=C(Nc1ccc2oc(-c3cccc(Cl)c3Cl)nc2c1)c1ccccc1Cl,4,-22,0.2,-1.5
Cc1noc(NS(=O)(=O)c2ccc(N)cc2)c1C,9&-8&-13&25,4,0.0&0.0&-0.1&0.0,3.2&0.6&-0.4&-0.4
CC(C)(C)NC(=O)NC(=O)COC(=O)CNC(=O)c1cccc(F)c1,-1,-2,0.0,3.3
CCOC(=O)C1=C(CSCc2ccccc2)NC(=O)NC1c1cccc([N+](=O)[O-])c1 (stereo unspecified),19,1,0.8,1.5
Cc1ccc(NC2=C([N+](=O)[O-])CS(=O)(=O)C2)cc1,-2,-4,-0.1,6.5*
CCOC(=O)Cc1csc(NC(=O)COc2ccccc2[N+](=O)[O-])n1,-12,-5,-0.4,2.8
N#Cc1cnn(CC2CCCCC2)c1N,14,0,0.5,-0.5
Cc1cn(Cc2ccccc2)c(=O)n(Cc2ccccc2)c1=O,5,10,0.4,-1.4
CC(C)C1OC(COc2ccccc2)CN1Cc1ccco1 (stereo unspecified),-3,14,0.0,1.6
CN1CC(c2ccccc2)C(C(=O)c2ccccc2)C12C(=O)Nc1ccccc12 (stereo unspecified),6,10,0.0,-0.6
COc1cc(OC)c(OC)cc1CNc1cccc(Cl)c1,6,7,-0.1,1.2
O=C(Nc1ccc(N2CCOCC2)cc1)c1ccc(S(=O)(=O)NCC2CCCO2)cc1 (stereo unspecified),0,4,-0.1,-1.4
CCCCN(C)c1ccc(C(=O)OC)cc1NC(=S)Nc1cc(C)cc(C)c1,14,-16,0.1,3.3
CC1=C(C(=O)OC(C)(C)C)C(c2cn(-c3ccccc3)nc2-c2ccc(S(=O)(=O)N(C)C)cc2)C(C(=O)OC(C)(C)C)=C(C)N1,10,7,0.8,-1.2
CCN(CC)C(=O)Cn1c(-c2ccccc2F)nc2ccccc2c1=O,3,8,0.2,0.6
CC(NS(=O)(=O)c1ccc(OCC(=O)NC2CCCC2)c(Cl)c1)c1ccccc1 (stereo unspecified),-4,-6,0.6,-0.2
Cn1cnnc1SCC(=O)Nc1ccc(-c2nc3ccc(NC(=O)CSc4nncn4C)cc3s2)c(O)c1,9,15,0.0,1.2
CC12CCC(=O)N1C(C(=O)Nc1nc3c(s1)CCCC3)CS2 (stereo unspecified),4,-9,0.1,0.5
CC1(C)C(=O)C2(C(=O)Nc3nc4ccccc4s3)CCC1C2 (stereo unspecified),11,6,0.7,-1.7
O=C(N/N=C\c1ccc(Cl)cc1Cl)c1ccccc1O,9,-47,0.7,-0.8
Cc1cccc(N2CCN(CC(=O)Nc3ccc(-n4cnnn4)cc3)CC2)c1C,-2,-6,-0.1,0.5
CC(C)CCNC(CC(=O)Nc1cccc([N+](=O)[O-])c1)C(=O)O (stereo unspecified),-2,-8,0.8,-2.0
CN(C)CCN1CCN(c2nc(-c3cccc(CO)c3)cnc2N)CC1,2,-5,0.0,-1.3
C/C(=N\OC(=O)Nc1ccccc1)c1ccccn1,-19,2,0.3,-0.3
CCOc1ccc(NC(=O)CCC(=O)Oc2ccc(C)cc2)cc1,11,5,0.0,-0.1
CC(=O)c1cccc(NC(=O)c2oc(=O)c3ccccc3c2-c2ccccc2)c1,4,2,-0.2,-0.3
CCN(CC)CCNP1(=O)C=C(c2ccccc2)OC(c2ccccc2)=C1,-6,2,-0.1,-0.5
CCOC(=O)c1ccc(CN(Cc2ccc(Br)cc2)S(=O)(=O)c2ccc(F)c(C(=O)Nc3c(C)cccc3CC)c2)cc1,0,-5,-0.1,-0.4
COc1cccc(NS(=O)(=O)c2ccc3c(c2)C(C)(C)C(=O)N3C)c1,4,2,-0.1,0.8

Bioassay records deposited in PubChem BioAssay by The Scripps Research Institute Molecular Screening Center.
